GPR35 antagonists = inhibition of zaprinast-stimulated GPR35 beta-arrestin translocation – imaging, U2OS, beta-arrestin-GFP, zaprinast agonist, primary screen (AID 2058); U2OS GPR35 beta-arrestin-GFP translocation imaging, zaprinast antagonism; higher % means a stronger effect; inhibition, % at 10 µM; hits with a dose series show IC50 in µM; actives 0.052% (n = 290,000);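 active = inhibition of at least 50% with at least 30 cells and total cytoplasm GFP at most 10,000,000; inconclusive = under 30 cells or total GFP of 10,000,000 plus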
Lipid droplet = modulators of hepatic lipid droplet formation; AID 1656; actives 0.4% (n = 240,000); AML12 mouse hepatocytes, oleate lipid droplets, BODIPY imaging; inhibition, % at 6.5 µM;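 active = lipid droplet intensity inhibited by at least 50%, with more than 500 cells counted; inconclusive = wells with under 300 cells, treated as cytotoxic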
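Assay system: AML12 mouse liver cells | Compound: 6.5 µM single-point dosing | Schedule: Overnight exposure | Technique: Fluorescence imaging, 20x objective, two fields per well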
LYP inhibition = PTPN22 lymphoid phosphatase activity blockers – biochemical, fluorescence intensity, uHTS (AID 1779); recombinant LYP phosphatase, fluorescence intensity; higher % means a stronger effect; inhibition, % at 11.5 µM, or IC50 in µM where a hit was titrated; actives 0.054% (n = 290,000); in the data active = inhibition above about 50%;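 also: plate controls were vehicle with enzyme for no effect and no enzyme for full effect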
Rac1 GTP hydrolysis = MgcRacGAP GTPase-activating activity inhibitors, confirmation, biochemical, ADP Hunter fluorescence; MgcRacGAP-stimulated Rac1 GTP hydrolysis, ADP Hunter fluorescence; higher % means a stronger effect; GST-tagged Rac1 F28L mutant substrate; one-dose inhibition, % at 30 µM; IC50 in µM for titrated hits; actives 0.6% (n = 340,000); AID 624330;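 active = first-screen hits whose inhibition reached a set limit at any dose in the follow-up dose series; inconclusive = inhibition above the set first-screen limit but never retested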;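 also: fluorescence reports GDP produced by GAP-driven GTP hydrolysis; strong numbers were not always called active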
NTR1 ag = NTR1-driven beta-arrestin-GFP spot formation – imaging, U2OS cells, high content, primary screen (AID 493036) | P30989 | actives 0.17% (n = 330,000) | agonist mode | activation, % at 20 µM;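 active = activation at or above 40% of the spot to cytoplasm intensity ratio, with at least 20 cells analyzed; inconclusive = wells under 20 cells, flagged as cytotoxic or low count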;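 also: 0% = DMSO without peptide and 100% = 100 nM NTR1 peptide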
Target sequence (P30989 whole entry, looked up): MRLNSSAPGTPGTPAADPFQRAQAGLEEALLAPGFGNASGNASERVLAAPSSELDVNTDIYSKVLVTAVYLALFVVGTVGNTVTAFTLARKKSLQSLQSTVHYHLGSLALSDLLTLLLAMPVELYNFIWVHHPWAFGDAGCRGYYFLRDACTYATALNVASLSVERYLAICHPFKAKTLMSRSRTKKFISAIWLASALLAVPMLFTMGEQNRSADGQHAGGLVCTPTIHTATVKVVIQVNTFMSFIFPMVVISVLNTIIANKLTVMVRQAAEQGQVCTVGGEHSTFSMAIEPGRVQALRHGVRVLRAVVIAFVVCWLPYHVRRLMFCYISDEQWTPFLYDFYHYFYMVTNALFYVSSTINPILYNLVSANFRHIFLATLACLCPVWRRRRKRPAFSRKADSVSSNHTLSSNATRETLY
GPR55 LPI antagonism = GPR55 antagonists blocking LPI-driven arrestin recruitment, primary screen, imaging, U2OS, beta-arrestin-GFP, LPI agonist (AID 2013); actives 0.13% (n = 290,000); inhibition, % at 10 µM, or IC50 in µM where a hit was titrated; U2OS GPR55 beta-arrestin-GFP translocation imaging, LPI antagonism; higher % means a stronger effect;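 active = spots per cell inhibited over 60%, with over 100 cells counted and total cytoplasm intensity under 500,000; inconclusive = wells with under 100 cells, flagged as likely toxic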;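 also: U2OS cells stably carrying GPR55 and arrestin-GFP stimulated by 5 µM LPI near EC80; imaged beta-arrestin-GFP aggregate spots per cell after agonist stimulation; plate controls were LPI-stimulated DMSO wells for no effect and DMSO wells without LPI for full effect; some results filed as inactive read as strong as hits; confirmed hits need IC50 under 10 µM and bright autofluorescent wells are also inconclusive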
GPR55 activation = selective activators of receptor GPR55 – imaging, U2OS cells, beta-arrestin-GFP redistribution, primary screen (AID 1961); U2OS GPR55 beta-arrestin-GFP redistribution imaging; higher % means a stronger effect; activation, % at 10 µM; hits with a dose series show EC50 in µM; actives 0.048% (n = 290,000);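 active = activation above 40% with more than 50 cells counted in the well; inconclusive = wells holding fewer than 50 cells, flagged as toxic or sparse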;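 also: U2OS osteosarcoma cells stably expressing GPR55 and beta-arrestin-GFP; plate controls were DMSO negative control for no effect and LPI positive control for full effect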
T cell modulator = modulates CD8 T cell binding to vesicles | AID 2052 | 2C CD8+ T cell-vesicle binding, flow cytometry; active compounds read low | actives 0.068% (n = 330,000) | calls only at 7 µM;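 active = response, share of CD8 T cells binding vesicles, and their 90th percentile fluorescence all below set limits, cut at about 80% in these data, passing the limit was not always enough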
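material = purified 2C TCR transgenic mouse naive CD8+ T cells | controls = Unloaded micro-vesicles (low), QL9 vesicles with 0.7% DMSO (high) | detection = cytometric PE anti-B7-1 and Alexa647 anti-CD8 signals after 1% paraformaldehyde fixation | incubation = binding step 1.5 h, 37 °C, antibody labelling 20 min, ice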
SV40 large T antigen = SV40 large T antigen inhibitors, biochemical (AID 1903) | actives 0.39% (n = 310,000) | SV40 large T antigen ATPase/helicase inhibition assay; higher % means a stronger effect | inhibition, % at 20 µM; hits with a dose series show IC50 in µM; in the data active = a potency from the dose series; inconclusive = inhibition mostly from about 32% at the one dose, without a potency; inactive = the rest, 99 in 100 with inhibition below about 32%; also: strong numbers were not always called active
Lipid droplet cells 6.5 µM = also measured in Lipid droplet; calls as there; cell count; measured here: cell count, cytotoxicity flag;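 cells counted across two imaged fields per well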
T cell modulator vesicle-bound % = further read-out of T cell modulator, marked with its call; double positive events, %; measured here: CD8+ vesicle-bound cell fraction;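 binding gate set so that unloaded-vesicle control wells show 10% double positive cells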
NTR1 ag cell count 20 µM = recorded beside NTR1 ag, whose call it bears; cell count; measured here: cell count, cytotoxicity flag
* marks the source's active call; other numbers are inactive results; i = inactive; u = inconclusive; x = not tested or not shown.

SMILES	GPR35 antagonists	Lipid droplet	Lipid droplet cells 6.5 µM	LYP inhibition	Rac1 GTP hydrolysis	NTR1 ag	NTR1 ag cell count 20 µM	GPR55 LPI antagonism	GPR55 activation	T cell modulator	T cell modulator vesicle-bound %	SV40 large T antigen
Cc1oc(C)c2c(=O)ccc3c(c12)OC(N)=C(C#N)C3c1ccc(F)cc1 (stereo not given)	16%	x	x	-4%	12%	0.0	47	9%	0.4%	i	42	11%
Cc1ccc(S(=O)(=O)N(C)C)cc1NC(=O)C1Cc2ccccc2CN1C(=O)c1ccco1 (stereo not given)	6%	-14	832	-9%	2%	-0.9	50	-7%	-0.1%	i	20	11%
O=C(O)CC(c1cccc(O)c1)N1Cc2ccccc2C1=O (stereo not given)	16%	3	396	-9%	15%	-0.6	83	8%	0.2%	i	31	5%
COc1ccc(C(=O)N2CCNC(=O)C2CC(=O)Nc2cc(Cl)ccc2OC)cc1 (stereo not given)	1%	2	727	-9%	10%	-1.6	51	5%	-0.2%	i	10	11%
Cc1ccc(/C(O)=C2/C(=O)C(=O)N(c3ccccn3)C2c2ccc([N+](=O)[O-])cc2)cc1 (stereo not given)	12%	-2	845	3%	15%	0.0	43	-2%	0.6%	i	61	8%
O=C1c2ccccc2C(=O)C1(CO)c1ccccc1	-6%	-9	716	-4%	16%	-1.5	74	6%	0.2%	i	55	20%
NC(=O)C1CCN(S(=O)(=O)c2cccc(C(=O)O)c2)CC1	-2%	9	788	-4%	4%	-1.1	53	6%	0.2%	i	38	6%
Cc1cc(OCC(O)CN2CCCC2)ccc1C(C)C (stereo not given)	1%	4	833	-11%	12%	1.3	55	-8%	-0.1%	i	45	11%
COc1ccccc1-n1c(C)nc2cc(C(=O)NCC3CCCO3)ccc21 (stereo not given)	0%	-11	724	-11%	5%	0.6	58	-8%	-0.2%	i	34	21%
COc1cc(C2Nc3c(F)cccc3C3C=CCC32)cc(Br)c1OC (stereo not given)	-12%	2	657	11%	18%	4.1	44	-2%	-0.2%	i	12	8%
COc1cccc(OC)c1C(=O)Nc1ccc2nc(C)c(C)nc2c1	3%	1	836	-2%	13%	0.6	51	4%	-0.1%	i	29	10%
COc1ccc(NC(=O)CSc2nc3ccccc3cc2Cc2ccccc2)cc1	2%	x	x	4%	3%	-1.0	59	19%	0.9%	i	36	14%
Cc1ccc(S(=O)(=O)N2CCN(C)CC2)cc1[N+](=O)[O-]	4%	x	x	-1%	11%	2.4	58	1%	-0.3%	i	41	4%
CCn1ccnc1CN(C)Cc1cn(-c2ccccc2)nc1-c1ccc(OC)cc1F	13%	-7	708	-6%	17%	-1.0	46	0%	-0.1%	i	41	8%
Cc1cc(/C=N/NC(N)=S)c(C)n1-c1ccc(Cl)c(Cl)c1	5%	2	663	1%	11%	5.0	77	10%	-0.2%	i	60	26%

Random excerpt: 2 compounds from above
SMILES	GPR35 antagonists	Lipid droplet	Lipid droplet cells 6.5 µM	LYP inhibition	Rac1 GTP hydrolysis	NTR1 ag	NTR1 ag cell count 20 µM	GPR55 LPI antagonism	GPR55 activation	T cell modulator	T cell modulator vesicle-bound %	SV40 large T antigen
COc1cccc(OC)c1C(=O)Nc1ccc2nc(C)c(C)nc2c1	3%	1	836	-2%	13%	0.6	51	4%	-0.1%	i	29	10%
O=C1c2ccccc2C(=O)C1(CO)c1ccccc1	-6%	-9	716	-4%	16%	-1.5	74	6%	0.2%	i	55	20%

Next compounds.
SMILES	GPR35 antagonists	Lipid droplet	Lipid droplet cells 6.5 µM	LYP inhibition	Rac1 GTP hydrolysis	NTR1 ag	NTR1 ag cell count 20 µM	GPR55 LPI antagonism	GPR55 activation	T cell modulator	T cell modulator vesicle-bound %	SV40 large T antigen
CCC(C)NC(=O)CSc1nnc(-c2ccc(OC)c(OC)c2)c(-c2ccc(OC)c(OC)c2)n1 (stereo not given)	0%	-3	737	0%	2%	1.6	88	3%	0.6%	i	56	10%
CCOC(=O)N1CCN(Cc2nc(C3CC3)no2)CC1	0%	17	657	-5%	11%	-0.9	88	10%	-0.3%	i	57	13%
CC(C)(C)c1cccc(/C=N/O)c1O	-3%	x	x	-5%	2%	-0.4	86	-6%	-0.3%	i	24	27%
COc1ccc(CCNC(=O)c2nc(-c3cccs3)no2)cc1OC	-2%	-2	675	4%	14%	1.1	83	0%	0.3%	i	52	5%
CC1CC(C)CN(CC(=O)Nc2ccc3c(c2)OCCO3)C1 (stereo not given)	-6%	x	x	-6%	17%	-1.9	83	17%	-0.2%	i	3	-9%
CCc1nnc(NC(=O)CSc2nnc(CNc3cccc(C)c3)n2-c2ccccc2)s1	0%	x	x	-1%	1%	-1.8	78	-1%	-0.2%	i	14	-5%
COc1ccc(NC(=O)CSc2nc3nc(-c4cccs4)cc(C(F)(F)F)c3c(=O)[nH]2)c(OC)c1	10%	4	653	-7%	11%	8.7	48	26%	-0.1%	i	48	8%
NNC(=O)Cc1cn(-c2ncc(C(F)(F)F)cc2Cl)c2ccccc12	6%	x	x	-2%	-2%	2.1	56	16%	-0.1%	i	4	9%
C#CCOc1ccc(C2C3=C(COC3=O)Nc3cc4c(cc32)OCO4)cc1OC (stereo not given)	-3%	u	x	-5%	-7%	x	x	-3%	0.1%	x	x	18%
CCCn1c(Oc2ccccc2)nc2c1c(=O)n(C)c(=O)n2C	-7%	-6	779	-3%	2%	0.3	62	6%	0.1%	i	55	14%
Cc1ccc2c(CC(=O)OCn3nnc4ccccc4c3=O)coc2c1	1%	x	x	-12%	-2%	-1.2	56	2%	0.2%	i	29	6%
Cc1cccc2c(N=Nc3ccccc3)c(O)[nH]c12	-3%	35	862	-6%	1%	9.1	90	7%	0.5%	i	8	3%
O=C(c1ccc2c(c1)OCO2)C1CCCN(Cc2ccccc2OC(F)F)C1 (stereo not given)	-15%	-2	807	12%	6%	0.8	67	10%	-0.1%	i	64	17%
Cc1cccc([C@@H]2[C@@H]3C(=O)N(C)C(=O)[C@@H]3[C@@H]3C(=O)Nc4ccccc4C(=O)N23)c1	18%	13	812	-13%	5%	1.8	64	5%	0.0%	i	39	-1%
O=C(Cc1ccc(Cl)cc1)N1CCC2(CC1)NCCc1[nH]cnc12	0%	5	692	-1%	13%	0.1	71	6%	0.0%	i	36	9%
COc1ccccc1N(CC(=O)Nc1cccc(C(F)(F)F)c1)S(C)(=O)=O	16%	-46	658	-3%	0%	-1.1	20	5%	-0.3%	i	60	0%
O=C(CSCc1cnn(-c2ccccc2)c1-n1cccc1)N1CCN(Cc2ccccc2)CC1	2%	2	810	-3%	0%	-1.6	44	10%	0.2%	i	29	10%
Cc1cc(C)c(S(=O)(=O)Nc2cc(SCC(=O)O)c(O)c3ccccc23)cc1C	14%	-14	613	-3%	x	x	x	-2%	-0.2%	i	37	62%
COc1ccc(C2C(C(=O)c3sc(C)nc3C)=C(O)C(=O)N2CCN2CCOCC2)cc1 (stereo not given)	9%	9	748	-7%	7%	x	x	-3%	0.0%	x	x	10%
C=CCSc1nc2c(sc3nc(C)cc(C)c32)c(=O)[nH]1	-17%	x	x	-4%	6%	1.8	67	13%	-0.2%	i	58	3%
Cc1cc2c(cn1)C(CCC#N)(CCC#N)c1ccccc1-2	-4%	-1	827	-8%	12%	0.1	62	-8%	2.1%	i	63	15%
CCCCN(CC)Cc1ccc(CNC(=S)Nc2ccccc2F)o1	5%	3	709	-6%	10%	-1.6	69	-6%	1.5%	i	23	14%
COc1ccc(Cc2c[nH]c(=O)[nH]c2=O)cc1	0%	11	720	-8%	7%	-0.8	84	8%	-0.1%	i	18	3%
NCCCC[C@@H]1NC(=O)c2cc([N+](=O)[O-])cc(I)c2SC[C@@H](C(N)=O)NC(=O)[C@H](CCC(N)=O)NC1=O	2%	x	x	0%	6%	2.0	63	1%	-0.1%	i	33	16%
CC1CN(C(=O)COC(=O)c2cccc(NS(=O)(=O)c3ccccc3)c2)CC(C)O1 (stereo not given)	x	x	x	x	-1%	-0.9	70	x	x	i	13	7%
O=C(c1ccc(Cl)c(S(=O)(=O)N2CCOCC2)c1)N(Cc1nnc(-c2ccccc2Cl)o1)C1CC1	x	x	x	x	8%	1.5	39	x	x	i	52	24%
CCCCN(C)C(=O)c1cn(C)c2ccc(S(=O)(=O)N(C)C)cc2c1=O	6%	-3	695	-8%	-3%	-1.7	57	-2%	-0.1%	i	28	4%
COc1c2c(nc3ccccc13)OC(C(C)(O)CO)C2 (stereo not given)	-5%	6	756	-4%	2%	-0.5	38	4%	0.0%	i	16	u
CC(C)NS(=O)(=O)c1ccc(NC(=S)NC(=O)c2ccc(-c3ccccc3)cc2)cc1	4%	x	x	9%	8%	0.5	87	12%	0.54µM*	i	8	15%
CCN(c1ccccc1)S(=O)(=O)c1cccc(C(=O)NCC(c2ccco2)N2CCCC2)c1 (stereo not given)	6%	-14	807	-9%	3%	1.3	66	5%	0.0%	i	10	20%
Clc1ccc(-c2cn3c(n2)CCC3)cc1	10%	x	x	-4%	13%	-2.0	44	-9%	0.3%	i	3	24%
CCOC(=O)C(CC)n1nc(C)n2c(cc3occc32)c1=O (stereo not given)	3%	-10	757	-6%	6%	-2.9	90	0%	-0.1%	i	26	5%
CCOc1ccc(N(CC)C(=O)c2cn(CC)c(=O)c3cc(OC)c(OC)cc23)cc1	7%	x	x	-2%	3%	-0.4	37	14%	0.3%	i	22	3%
N#Cc1cnc(SCC(=O)NNC(=O)COc2cccc3ccccc23)nc1N	-1%	-2	670	-5%	8%	-0.9	56	16%	-0.3%	i	37	14%
O=C(NC(Cc1ccccc1)C(=O)O)c1ccccc1 (stereo not given)	8%	x	x	-6%	-1%	-1.3	59	6%	0.3%	i	35	2%
O=C1OCc2ccc(NC(=O)C3CCCCC3)cc21	-11%	5	806	-1%	2%	-0.7	45	11%	-0.1%	i	37	8%
CC(Oc1ccccc1)C(=O)Nc1c2c(nn1-c1ccccc1)CS(=O)(=O)C2 (stereo not given)	16%	9	699	-5%	9%	1.3	61	24%	-0.1%	i	31	12%
Cc1ccc(S(=O)(=O)N2CCCCC2)c2nsnc12	6%	-29	760	-8%	4%	1.7	49	-2%	0.0%	i	50	1%
